# Assay outcomes deposited in PubChem by The Scripps Research Institute Molecular Screening Center.
# GPR151 activ: activators of human GPR151. Q8TDV0. PathHunter beta-arrestin GPR151 cells, luminescence. activation, % at 11.2 µM. hit rate 1% among 650,000. AID 1508602; in the data active = activation above about 4.9%;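 note: 0% = median of compound wells and 100% = cells with positive control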
# Target sequence (Q8TDV0 whole entry, looked up): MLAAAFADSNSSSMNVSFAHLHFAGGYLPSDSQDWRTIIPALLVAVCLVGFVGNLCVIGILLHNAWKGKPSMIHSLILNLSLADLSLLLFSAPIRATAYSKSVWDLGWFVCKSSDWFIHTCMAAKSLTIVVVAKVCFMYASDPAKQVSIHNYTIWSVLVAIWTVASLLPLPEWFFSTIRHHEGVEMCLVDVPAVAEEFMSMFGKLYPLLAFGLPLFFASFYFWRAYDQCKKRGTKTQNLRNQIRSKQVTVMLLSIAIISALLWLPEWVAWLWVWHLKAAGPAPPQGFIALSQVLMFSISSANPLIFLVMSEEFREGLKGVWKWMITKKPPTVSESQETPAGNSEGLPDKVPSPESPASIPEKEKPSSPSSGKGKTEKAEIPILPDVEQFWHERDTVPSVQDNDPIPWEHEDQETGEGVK
# TEAD-YAP inh: TEAD-YAP interaction inhibition | HEK-TIYL cells, TEAD-Gal4/YAP UAS-luciferase luminescence | hit rate 1.4% among 640,000 | inhibition, % at 9.12 µM; in the data active = inhibition above about 32%;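 note: 0% = median of test compound wells and 100% = reference inhibitor wells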
# FBW7 act: activators of human E3 ligase FBW7; Q969H0; AlphaScreen FBW7–phospho-cyclin E peptide binding, activator screen; normalized activity (activation), % at 26.1 µM; hit rate 0.13% among 650,000; in the data active = normalized activity above about 1.9%;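 note: purified mutant Fbw7 with reduced substrate affinity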
# MITF primary: inhibitors of human MITF | AlphaScreen MITF homodimerization, bead proximity signal | O75030 | hit rate 0.91% among 650,000 | inhibition, % at 2.6 µM; in the data active = inhibition above about 50%;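 note: 0% = vehicle wells with protein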
# Target sequence (O75030 whole entry, looked up): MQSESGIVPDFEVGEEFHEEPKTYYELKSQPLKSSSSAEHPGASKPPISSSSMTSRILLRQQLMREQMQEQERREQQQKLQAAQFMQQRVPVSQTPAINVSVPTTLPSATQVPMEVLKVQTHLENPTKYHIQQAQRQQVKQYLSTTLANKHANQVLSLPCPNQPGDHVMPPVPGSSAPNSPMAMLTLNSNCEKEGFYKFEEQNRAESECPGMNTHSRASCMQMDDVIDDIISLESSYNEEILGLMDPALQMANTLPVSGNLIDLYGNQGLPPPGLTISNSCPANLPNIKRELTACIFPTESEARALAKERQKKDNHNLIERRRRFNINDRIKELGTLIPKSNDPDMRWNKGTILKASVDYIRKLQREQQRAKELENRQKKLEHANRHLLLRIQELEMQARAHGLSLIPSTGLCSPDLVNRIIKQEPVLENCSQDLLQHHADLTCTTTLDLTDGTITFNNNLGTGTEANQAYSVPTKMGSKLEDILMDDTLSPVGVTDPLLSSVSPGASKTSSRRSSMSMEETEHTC
# An asterisk follows results filed as active; nt = no result given; & = joins results of further samples.
# Short forms: A = GPR151 activ; B = TEAD-YAP inh; C = FBW7 act; D = MITF primary
(1) COc1ccc(CN2C3CCC2CC(NC(=O)/C=C/c2ccccc2)C3)cc1 (stereo unspecified)
  A: -1.8	B: -2	C: -0.1	D: -1

(2) COc1ccccc1CN1CCC2(CCC(CNC(=O)c3ccoc3)O2)CC1 (stereo unspecified)
  A: -0.1	B: 2	C: -0.1	D: 4

(3) COc1cccc(C(C)N(C)C(=O)Cn2nnnc2CN2CCCCCC2)c1 (stereo unspecified)
  A: -1.2	B: -7	C: 0.1	D: -1

(4) Nc1nnc(SCC(=O)Nc2ccccc2F)s1
  A: -0.4	B: 0	C: 0.1	D: 8

(5) Cc1ccc2occ(CC(=O)Nc3ccccc3F)c2c1
  A: 0.0	B: -11	C: 0.2	D: -15

(6) CCOC(=O)C1(CCc2ccccc2)CCN(C(=O)C[C@@H]2C[C@@H](C)NC(=S)N2)CC1
  A: 3.4	B: -1	C: 0.0	D: -7

(7) CCc1ccc(NC(=O)c2cc3n(n2)C(C(F)(F)F)CC(c2ccccc2)N3)cc1 (stereo unspecified)
  A: 0.0	B: 0	C: 0.6	D: 5

(8) Cc1cccc(C)c1NC(=O)C1(N(Cc2ccco2)C(=O)c2ccn[nH]2)CCCCC1
  A: -0.1	B: 2	C: -0.1	D: -11

(9) CCOC(=O)c1c(N)n(CCNC(=O)c2ccc(OC)cc2)c2nc3ccccc3nc12
  A: -0.9	B: 10	C: 0.0	D: -8

(10) Cc1cc(C)c(C)c(OCC(=O)N2CCC(C(N)=O)CC2)c1
  A: -0.5	B: -9	C: 0.1	D: -11

(11) Cc1ccccc1CNC(=O)C(=O)NCCC1CCCCN1S(=O)(=O)c1cccs1 (stereo unspecified)
  A: 0.0	B: -3	C: -0.1	D: -11

(12) O=C(CNCCN1CCOCC1)N1CCc2ccccc2C1
  A: -1.4	B: -6	C: -0.3	D: 71*

(13) COC(=O)c1ccc(S(=O)(=O)c2ccccc2)c([N+](=O)[O-])c1
  A: 0.7	B: 10	C: 0.1	D: -1

(14) CN1/C(=C\C(=O)c2ccc(Cl)cc2)Sc2ccccc21
  A: 0.9	B: -51	C: 0.4	D: 15

(15) CCNc1nc(C)cc(NC2CCN(Cc3ccccc3)CC2)n1
  A: 2.1	B: 10	C: 0.0	D: -5

(16) CC(C)(C)c1ccc(C2CC(=O)C3=C(C2)Nc2ccccc2N(C(=O)C2CC2)C3c2ccc(F)cc2)cc1 (stereo unspecified)
  A: 0.8	B: 0	C: -0.1	D: -2

(17) CCc1nnc(NS(=O)(=O)c2ccc(NC(=O)c3ccccc3F)cc2)s1
  A: 0.0	B: 3	C: 0.1	D: 13

(18) CC(=O)c1ccccc1NC(=O)CSc1n[nH]c(N)n1
  A: 8.0*	B: 8	C: -0.1	D: 2

(19) Cc1c(C(=O)Nc2cccc3ccccc23)sc2ncn(Cc3ccccc3F)c(=O)c12
  A: -0.5	B: 8	C: 0.0	D: 5

(20) CCSc1nnc(CNC(=O)c2c(F)cccc2F)o1
  A: 1.2	B: -3	C: -0.1	D: -1

(21) COc1ccc(NC(=O)CSc2nc3ccccc3c(=O)n2CC2COc3ccccc3O2)c(OC)c1 (stereo unspecified)
  A: 1.6	B: -8	C: 0.2	D: -3

(22) Cc1ccc(-c2nc3nc4c(c(=O)n3[nH]2)CCC4)cc1
  A: 0.0	B: -5	C: 0.0	D: -16

(23) CCCCOC(=O)c1ccc(NC(=O)c2ccccc2OCC)cc1
  A: 1.6	B: 9	C: 0.0	D: 1

(24) Cc1cccc(OCc2nnc3sc(NC(=O)c4ccccc4)nn23)c1
  A: 2.7	B: 1	C: 0.0	D: 5

(25) Cn1ncc(-c2ccnc(Nc3ccc(-n4cnc(N5CCOCC5)n4)cc3)c2)c1NC(=O)Cc1ccccc1
  A: 1.1	B: 42*	C: -0.6	D: -2

# Compound profiles, from the list above.
# Cn1ncc(-c2ccnc(Nc3ccc(-n4cnc(N5CCOCC5)n4)cc3)c2)c1NC(=O)Cc1ccccc1 as listed: GPR151 activ: 1.1; TEAD-YAP inh: 42*; FBW7 act: -0.6; MITF primary: -2
# CCc1ccc(NC(=O)c2cc3n(n2)C(C(F)(F)F)CC(c2ccccc2)N3)cc1 (stereo unspecified) as listed: GPR151 activ: 0.0; TEAD-YAP inh: 0; FBW7 act: 0.6; MITF primary: 5

# Next part:
# Short forms: A = GPR151 activ; B = TEAD-YAP inh; C = FBW7 act; D = MITF primary
(26) O=C(CNC(=O)c1ccccc1F)NC1CC1
  A: 0.6	B: -7	C: 0.0	D: 11

(27) C=C(C)[C@@H]1CC=C(CN2CCC(n3nccc3NC(C)=O)CC2)CC1
  A: -0.2	B: 3	C: -0.2	D: -15

(28) COc1cc(/C=N/NC(N)=S)ccc1OCc1ccc(Cl)nc1
  A: 0.3	B: -16	C: -0.1	D: -11

(29) CCOC(=O)CCn1cnc2ccc([N+](=O)[O-])cc2c1=O
  A: 0.0	B: -2	C: 0.1	D: -5

(30) CCC1=NN2C(=N)/C(=C/c3cc(Cl)ccc3OCCOc3ccc(C)c(C)c3)C(=O)N=C2S1
  A: -0.8	B: -5	C: 0.0	D: 2

(31) Cc1ccc(N2CCN(C(=O)Nc3cccc(Cl)c3C)CC2)nn1
  A: 0.6	B: 6	C: 0.2	D: -3

(32) O=c1c2sccc2nc(SCc2cccc([N+](=O)[O-])c2)n1Cc1ccccc1
  A: -1.2	B: -7	C: 0.0	D: -7

(33) Cc1ccc(-c2nc3ccc([N+](=O)[O-])cc3[nH]2)o1
  A: -5.3	B: -49	C: -0.1	D: 9

(34) COc1ccc(-c2cc(C(=O)Nc3cc(OC)c(OC)c(OC)c3)ccn2)cc1
  A: -1.6	B: 1	C: -0.1	D: -12

(35) COc1ccc(C(=O)Nc2cc(C)c(C)cc2O)cc1Cl
  A: 0.6	B: -40	C: -0.1	D: 6

(36) COc1cccc(C2CC(c3cccc(C)c3)n3ncnc3N2)c1 (stereo unspecified)
  A: 0.3	B: 6	C: 0.0	D: 11

(37) CC1=C(C(=O)OCC(C)C)C(c2cccc([N+](=O)[O-])c2)NC(=O)N1C (stereo unspecified)
  A: -0.6	B: -19	C: -0.4	D: 0

(38) O=C(NN1C(=O)C2C3C=CC(C4CC34)C2C1=O)c1ccccc1 (stereo unspecified)
  A: -0.9	B: 3	C: 0.1	D: 3

(39) CC1=CC2=NC(=O)/C(=C\c3cccn3CCOc3ccccc3C)C(=N)N2O1
  A: 0.8	B: 0	C: -0.1	D: 8

(40) Cc1cc(N2CCN(c3cnccn3)CC2)n2nc(-c3cccc(F)c3)cc2n1
  A: 0.3	B: 1	C: 0.0	D: -5

(41) CN1CCN(C(=O)CN(C)S(=O)(=O)c2cc3c(cc2Cl)NC(=O)CO3)CC1
  A: -0.4	B: -1	C: 0.2	D: 7

(42) O=C(c1ccccc1F)N1CCN(S(=O)(=O)c2ccc(Cl)cc2)CC1
  A: 0.4	B: -3	C: 0.0	D: -2

(43) CN(C)c1ccc(CNc2ccc(-c3nc4ccccc4s3)cc2)cc1
  A: -2.8	B: 31	C: 0.0	D: 12

(44) COc1ccc(O)c(/C=N/NC(=O)C(C)Nc2ccc(C)cc2)c1 (stereo unspecified)
  A: 0.8	B: -4	C: 0.0	D: -11

(45) CCOC(=O)c1sc(NC(=O)Cc2cccc3ccccc23)nc1C
  A: 0.4	B: -3	C: -0.1	D: -1

(46) O=C(Cc1c(C(=O)O)[nH]c2ccccc12)NC1CCN(Cc2ccccc2)CC1
  A: 0.0	B: -1	C: -0.2	D: 11

(47) CCCCC[C@H](O)/C=C/C1=C(C/C=C\CCCC(=O)O)C(=O)CC1
  A: 9.3*	B: nt	C: nt	D: -5

(48) CCc1ccc(CN2CCC3(CC2)CC3C(=O)N2CCCN(C)CC2)cc1 (stereo unspecified)
  A: 0.7	B: -4	C: -0.1	D: -20

(49) CC(=O)Nc1nnc(SCc2ccc(Cl)cc2)s1
  A: 0.8	B: 0	C: 0.3	D: 14

(50) FC(F)(F)c1cccc(CNc2ccnc(N3CCN(Cc4ccc5c(c4)OCO5)CC3)n2)c1
  A: 1.8	B: 15	C: 0.0	D: 2

# As entered above:
# no. 46 – GPR151 activ = 0.0
# no. 36 – FBW7 act = 0.0
# no. 30 – GPR151 activ = -0.8
# no. 27 – TEAD-YAP inh = 3
# no. 48 – TEAD-YAP inh = -4

# In the list so far, 2 have a COOH group.
# Short forms: A = GPR151 activ; B = TEAD-YAP inh; C = FBW7 act; D = MITF primary
(46) O=C(Cc1c(C(=O)O)[nH]c2ccccc12)NC1CCN(Cc2ccccc2)CC1
  A: 0.0	B: -1	C: -0.2	D: 11

(47) CCCCC[C@H](O)/C=C/C1=C(C/C=C\CCCC(=O)O)C(=O)CC1
  A: 9.3*	B: nt	C: nt	D: -5

# Next section.
# Short forms: A = GPR151 activ; B = TEAD-YAP inh; C = FBW7 act; D = MITF primary
(51) O=c1c2cc(N3CCOCC3)ccc2nc(SCc2cccc(F)c2)n1Cc1ccccc1
  A: 2.2	B: -6	C: 0.1	D: 1

(52) O=C(C1CCCN(S(=O)(=O)c2cccc(F)c2)C1)N1CCCCCC1 (stereo unspecified)
  A: 0.7	B: -7	C: 0.2	D: 14

(53) C=CCNC(=O)c1cc(-c2ccncc2)nc2c(C)cc(C)cc12
  A: -0.2	B: -5	C: -0.2	D: -5

(54) Cc1cc(NC(=O)COC(=O)[C@@H](NS(=O)(=O)c2ccccc2)C(C)C)no1
  A: -0.3	B: -1	C: -0.1	D: 6

(55) CCN(C(=O)CSc1nnc(COc2ccccc2)o1)c1ccccc1
  A: -0.2	B: 3	C: 0.1	D: 17

(56) CCCCC(C(=O)Nc1ccccc1C)N1C(=O)c2cc(Cl)c(Cl)cc2C1=O (stereo unspecified)
  A: -0.3	B: 0	C: 0.5	D: 20

(57) COc1ccc(Cl)cc1NC(=O)c1c(N)c(C(=O)c2ccc(F)cc2)n2ccccc12
  A: 2.5	B: -3	C: 0.0	D: -7

(58) Cc1nnc(N(C)C(=O)c2ccno2)s1
  A: 0.9	B: 8	C: 0.1	D: 4

(59) Cc1ccc(C)c(-c2nn(-c3cc(N4CCCC4)ccc3[N+](=O)[O-])c(=O)c3ccccc23)c1
  A: -0.2	B: 0	C: 0.0	D: 24

(60) COc1ccc(C(=O)/C=C(\C)NNC(=O)c2cccc(Cl)c2)cc1
  A: 2.0	B: -39	C: -0.1	D: -3

(61) CCn1nc(-c2ccc(OC)cc2)nc2c(=O)n(C)c(=O)nc1-2
  A: -9.4	B: 96*	C: -0.4	D: 7

(62) CC(=O)Nc1ccc(NC2=C(N3CCCCC3)C(=O)c3ccccc3C2=O)cc1
  A: -3.2	B: 9	C: 0.0	D: 15

(63) Cc1cc(Br)c2c(c1)/C(=C1/SC(=S)N(N)C1=O)C(=O)N2C
  A: 0.9	B: 9	C: 0.4	D: 7

(64) O=c1[nH]cnc2[nH]ncc12
  A: 0.5&-1.9&-1.1&4.1	B: 0&-3	C: 0.5&-0.1&0.1&-0.1	D: 18&20&-3&3

(65) CSc1nc2ccc3nc(NC(=S)NC(=O)c4ccc(C)cc4)sc3c2s1
  A: -0.6	B: 11	C: -0.1	D: 8

(66) COc1ccc(OCC(=O)c2ccc(C)cc2)cc1
  A: -0.8	B: -7	C: 0.0	D: -2

(67) Nc1ccc(-c2csc(-c3cccnc3)n2)cc1
  A: -1.4	B: 30	C: 0.0	D: 7

(68) CCCOc1ccc(-c2csc(NC(=O)c3ccc(S(=O)(=O)N4CCCCC4)cc3)n2)cc1
  A: -0.4	B: -8	C: -0.1	D: 2

(69) COC(=O)CSc1nc2ccccn2c(=O)c1C=O
  A: -1.2	B: -26	C: 0.0	D: 7

(70) Cc1onc(-c2ccccc2Cl)c1C(=O)Nc1ccc(C(=O)OC(C)C)cc1
  A: 0.4	B: 6	C: 0.1	D: 7

(71) Cc1cccc(OCC(=O)Nc2ccccc2N2CCN(C(=O)C(C)C)CC2)c1
  A: 0.3	B: 3	C: 0.0	D: 7

(72) O=c1cc(CSc2nc3ccccc3[nH]2)nc2sccn12
  A: 0.0	B: -7	C: -0.1	D: 20

(73) C=C(C)CN(CC)Cc1cc(OC)c(OC)c(OC)c1
  A: 1.1	B: -1	C: -0.1	D: -24

(74) CC(C)N(Cc1nc(-c2ccccc2)no1)S(=O)(=O)c1ccc([N+](=O)[O-])cc1
  A: 0.0	B: -5	C: 0.0	D: -4

(75) COc1ccc(C(=O)Nn2c(-c3ccc(Br)cc3)nc3ccccc3c2=O)cc1OC
  A: 0.6	B: 11	C: 0.1	D: 5

# Of the compounds above, two have a CF3 group:
# Short forms: A = GPR151 activ; B = TEAD-YAP inh; C = FBW7 act; D = MITF primary
(7) CCc1ccc(NC(=O)c2cc3n(n2)C(C(F)(F)F)CC(c2ccccc2)N3)cc1 (stereo unspecified)
  A: 0.0	B: 0	C: 0.6	D: 5

(50) FC(F)(F)c1cccc(CNc2ccnc(N3CCN(Cc4ccc5c(c4)OCO5)CC3)n2)c1
  A: 1.8	B: 15	C: 0.0	D: 2

# (continued)
# Short forms: A = GPR151 activ; B = TEAD-YAP inh; C = FBW7 act; D = MITF primary
(76) CC(=O)c1cccc(Nc2nc(-c3ccc(C)cc3)nc3ccccc23)c1
  A: 1.7	B: 1	C: 0.1	D: 0

(77) Cc1cc(NC(=O)c2cc3c(Cl)nc4ccccc4c3s2)no1
  A: -0.5	B: 1	C: 0.0	D: -5

(78) COc1cc(-c2nc3cnccn3c2NCc2ccco2)cc(OC)c1OC
  A: 1.1	B: 5	C: 0.1	D: -2

(79) COc1cccc(-c2cc(C(F)(F)F)nc(N3CCN(C)CC3)n2)c1
  A: -1.7	B: -3	C: -0.1	D: 19

(80) Cc1cccc(CNC(=O)C(=O)Nc2ccccc2Cl)c1
  A: -0.1	B: 4	C: 0.1	D: 6

# Outcome played no part in choosing rows. Share with any hit: about 3.5%.
